Scp1 inh: Scp-1 (human) phosphatase inhibition; AID 493091; Recombinant Scp1, phosphopeptide, malachite green phosphate absorbance; actives 0.88% (n = 340,000); inhibition, % at 20 µM;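 active = inhibition above about 50% at 20 µM, limit read from the data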;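 note: plate controls were DMSO wells with enzyme for no effect and wells lacking enzyme for full effect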
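Material – SCP-1 phosphatase catalytic domain, residues 76-261 · Buffer or medium – Acidic Tris acetate buffer with magnesium and detergent · Also added – Phospho 17-mer peptide substrate · Compound – single 20 µM dose, 1% DMSO · Times – 45 min room-temperature reaction, 5 min colour, 30 min stabiliser · Technique – Phosphate-binding colour reagent, absorbance read at 630 nm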
DNMT1 inh: inhibitors of human DNMT1; P26358; DNMT1 molecular beacon, Hinp1I cleavage, fluorescence; inhibition (reported as % activation of signal), % at 10 µM; actives 0.83% (n = 360,000); in the data active = inhibition above about 50%
Target sequence (P26358 504-1616 limits assumed): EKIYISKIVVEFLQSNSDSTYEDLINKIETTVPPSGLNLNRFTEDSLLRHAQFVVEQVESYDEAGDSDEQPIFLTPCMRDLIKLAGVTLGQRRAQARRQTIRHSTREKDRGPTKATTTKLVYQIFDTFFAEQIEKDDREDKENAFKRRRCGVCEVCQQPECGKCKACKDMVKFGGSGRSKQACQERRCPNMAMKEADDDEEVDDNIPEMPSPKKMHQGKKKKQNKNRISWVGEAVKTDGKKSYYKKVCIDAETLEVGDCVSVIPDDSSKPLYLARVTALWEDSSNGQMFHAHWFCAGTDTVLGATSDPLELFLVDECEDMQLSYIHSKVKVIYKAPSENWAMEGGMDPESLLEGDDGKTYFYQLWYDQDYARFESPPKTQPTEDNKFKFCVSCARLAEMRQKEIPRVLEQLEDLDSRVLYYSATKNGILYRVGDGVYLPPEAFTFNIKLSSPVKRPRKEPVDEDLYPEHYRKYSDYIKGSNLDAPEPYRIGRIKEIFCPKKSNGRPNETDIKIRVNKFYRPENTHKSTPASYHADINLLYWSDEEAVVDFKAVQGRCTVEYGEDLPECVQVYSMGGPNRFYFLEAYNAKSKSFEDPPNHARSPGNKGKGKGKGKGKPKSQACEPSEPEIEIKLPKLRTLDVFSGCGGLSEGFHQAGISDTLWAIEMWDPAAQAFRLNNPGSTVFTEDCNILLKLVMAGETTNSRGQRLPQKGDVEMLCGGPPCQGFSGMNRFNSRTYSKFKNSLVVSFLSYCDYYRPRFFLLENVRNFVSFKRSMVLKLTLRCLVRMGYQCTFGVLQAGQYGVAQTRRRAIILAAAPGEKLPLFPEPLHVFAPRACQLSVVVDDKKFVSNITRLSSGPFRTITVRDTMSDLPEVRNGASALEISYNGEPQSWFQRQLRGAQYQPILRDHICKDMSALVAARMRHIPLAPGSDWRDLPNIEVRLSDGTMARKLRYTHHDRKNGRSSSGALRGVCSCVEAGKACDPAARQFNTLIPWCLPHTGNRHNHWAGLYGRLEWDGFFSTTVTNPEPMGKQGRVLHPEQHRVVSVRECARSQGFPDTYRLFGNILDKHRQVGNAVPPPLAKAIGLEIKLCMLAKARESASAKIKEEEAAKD
TbMetRS inhib: Trypanosoma brucei MetRS inhibition; purified T. brucei MetRS, ATP depletion, Kinase-Glo luminescence; inhibition, % at 11.9 µM; actives 0.4% (n = 360,000); AID 624268;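 active = inhibition above a per-plate cutoff of the control wells' mean inhibition plus 3 SD, cut at about 5.5% in these data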;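 note: 0% = DMSO wells median and 100% = median of wells with control inhibitor compound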
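technique = Kinase-Glo luminescence, ATP depletion format | system = purified MetRS (methionyl-tRNA synthetase) enzyme from Trypanosoma brucei | timing = 15 min preincubation, 2 h reaction, all 25 °C | evaluation = percent inhibition versus plate control medians | dosing = single dose, 11.9 µM final nominal, 0.9% final DMSO | also added = substrates ATP, L-methionine and bulk Escherichia coli tRNA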
SUMO1-SIM PPI: SUMO1-SIM interaction modulation; actives 0.33% (n = 360,000); inhibition, % at 20 µM; SUMO1 binding to a labelled peptide, TR-FRET, 1 h; P63165; in the data active = inhibition above about 37%
CendR NRP1 mod: alters CendR peptide binding to human NRP-1. O14786. FAM-RPARPAR peptide binding to NRP-1, fluorescence polarization. inhibition, % at 25 µM. actives 0.85% (n = 360,000);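 active = inhibition or corrected inhibition above about 18%, plus a signal ratio from 0.5 to 1.5, limit read from the data, passing the limit was not always enough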; note: strong numbers were not always called active
LMPTP inh: LMPTP (human) inhibition. recombinant LMPTP-A, OMFP fluorogenic substrate, fluorescence intensity. actives 0.22% (n = 360,000). inhibition, % at 20 µM. P24666. AID 651560;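 active = compounds that cut the enzyme signal by at least half of the control window in the single-dose screen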;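 note: plate controls were DMSO wells with enzyme plus substrate for no effect and substrate without enzyme for full effect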
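Test system: LMPTP-A phosphatase enzyme. Amount: LMPTP-A at 0.625 nM final in the reaction. Reagent: OMFP substrate, 400 µM final. Times: 50 min at room temperature. Signal: endpoint fluorescence intensity from OMFP dephosphorylation. Read-out basis: % inhibition. Benchmarks: no-enzyme and uninhibited controls.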
NadD block: NadD (S. aureus) enzyme inhibition; purified NadD enzyme, colorimetric absorbance read-out; inhibition, % at 20 µM; actives 0.78% (n = 360,000); AID 602399; in the data active = inhibition above about 26%; note: some compounds past the cut are filed as inactive
Neddylation inh: inhibitors of human cullin neddylation. P61081+Q13564. TR-FRET cullin neddylation, biochemical. calls only at 25 µM. actives 0.58% (n = 360,000). AID 651699; in the data active = inhibition above about 36%
STEP inh: inhibitors of human striatal-enriched phosphatase STEP. actives 0.25% (n = 360,000). P54829. recombinant STEP, OMFP fluorogenic substrate, fluorescence. inhibition, % at 20 µM;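 active = inhibition at 20 µM, scaled per plate between control wells, above about 37%, limit read from the data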;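 note: 0% = DMSO with enzyme and substrate and 100% = substrate only without enzyme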
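Also added – OMFP at 25 µM · Test system – STEP tyrosine phosphatase · Technique – FITC-channel fluorescence of OMFP product · Schedule – 20 min at room temperature, dark · Evaluation – control-normalized % inhibition with plate pattern correction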
SKN-1 inh: C. elegans SKN-1 inhibition; actives 0.49% (n = 360,000); AID 624304; C. elegans VP596 Pgst-4::GFP/RFP ratio, acrylamide-induced, 24 h; inhibition, % at 21.8 µM;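 active = interference check ratio from 0.5 to 1.5 plus GFP to RFP signal ratio inhibition reaching or exceeding a fixed threshold, cut at about 30% in these data, passing the limit was not always enough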; note: some compounds called inactive have numbers as strong as hits
Active calls of the source: *; i = inactive; nt = not tested or not shown. Outcome played no part in choosing rows, and some 4.6% of all compounds hit somewhere here.

SMILES	Scp1 inh	DNMT1 inh	TbMetRS inhib	SUMO1-SIM PPI	CendR NRP1 mod	LMPTP inh	NadD block	Neddylation inh	STEP inh	SKN-1 inh
Cc1ccccc1-c1cc2nc(NCc3ccc4occc4c3)n(C)c(=O)c2s1	nt	-24	-0.3	-7	-5	6.2	14	i	-3	10
CCOc1cccc(C(=O)N/N=C/c2ccoc2)c1	16	12	-0.1	1	3	0.0	3	i	6	-1
CCOc1cccc2sc(N(CCN(C)C)C(=O)CCS(=O)(=O)c3ccccc3)nc12	-5	12	-0.6	-1	1	-1.7	-6	i	0	-3
O=C(CSC1=Nc2ccccc2C2CC=NN12)Nc1ccc2c(c1)OCO2 (centres undefined)	4	-5	-0.2	1	5	3.2	9	i	5	21
COc1cc(-c2cc(-c3nnco3)c3ccccc3n2)cc(OC)c1OC	-2	-2	-0.9	-13	12	1.5	-8	i	-6	5
COc1ccccc1NC(=O)C(C)OC(=O)C1COc2ccccc2O1 (centres undefined)	-7	0	0.4	1	17	-0.7	-12	i	-2	6
CC(C)Nc1nc(NC(C)(C)C)nc(Oc2ccc(=O)n(C)n2)n1	6	6	-0.3	-2	3	2.6	-5	i	-1	1
CC(C)CC(NC(=O)C(NC(=O)C(Cc1ccc(OCc2ccccc2)cc1)NC(=O)OC(C)(C)C)C(C)C)C(N)=O (centres undefined)	-5	0	-0.6	1	-10	-1.9	-1	i	1	1
COc1ccc(C(c2sc3nc(C)nn3c2O)N2CC(C)OC(C)C2)cc1OC (centres undefined)	-4	6	-0.2	1	8	-3.0	1	i	-1	4
CC(C)=CC(=O)OCC(=O)Nc1ncc(Cl)c(C)c1Cl	16	18	0.2	13	-7	-0.1	2	i	-14	4
Cc1cc(C(=O)Cn2cnc3cc(F)ccc3c2=O)c(C)n1C1CC1	-7	10	0.0	-5	5	-0.3	3	i	0	4
O=C(O)/C=C/C(=O)NCc1cn(-c2ccccc2)nc1-c1cccc(Br)c1	3	3	-0.2	2	-4	0.1	-2	i	1	-11
Cc1csc(NC(=O)Cc2ccc(Br)cc2)n1	-2	-8	-0.7	1	-4	-0.1	-6	i	-1	6
CCCOc1ccc(-c2nc[nH]c2[N+](=O)[O-])cc1	19	5	-0.5	-20	-2	3.0	0	i	12	7
Cc1ccn(CC(=O)NC2CCCN(Cc3ccccc3F)C2)n1 (centres undefined)	nt	6	0.0	1	-11	-1.9	-5	i	2	6
O=C(Nc1ccc2c(c1)C(=O)NC2=O)c1cc(Cl)ccc1Cl	-13	-1	-0.3	-130	-19	-14	-6	i	-1	0
CCC(=O)N1c2ccc(S(=O)(=O)N(CCO)Cc3ccccc3)cc2CC1C (centres undefined)	-7	10	-0.8	-1	-3	-1.8	-1	i	-2	1
O=C(CSc1nc2ccccc2c(=O)n1NC(=O)c1ccccc1)c1ccccc1	-15	0	-1.0	36	5	3.0	1	i	2	0
CC1CCN(S(=O)(=O)c2ccc(NC(=S)NC(=O)c3ccc(Cl)cc3)cc2)CC1	4	1	-1.5	-1	10	-1.9	-4	i	3	-14
COc1ccc(NC(=O)CN(C)C(=O)c2ccc(COc3ccccc3)cc2)cc1	-1	4	-0.3	3	3	0.5	-6	i	1	-1
COc1cccc(NC(=O)C(=O)N/N=C/c2cc(C)n(-c3ccc(Cl)c(Cl)c3)c2C)c1	-8	-7	-1.7	-1	-4	1.2	2	nt	3	13
C#CCNc1c(C)c(C)nc2ncnn12	-3	4	-0.2	-1	1	1.2	1	i	0	2
Cc1sc2ncnc(SCC(=O)N3CCCC(C(N)=O)C3)c2c1C (centres undefined)	-10	1	-0.4	1	-8	-0.1	4	i	23	5
COc1ccc(/C=C2\SC(=S)N(CCCC(=O)N3CCCCC3CCO)C2=O)cc1 (centres undefined)	-8	-9	-0.7	-16	0	3.0	-10	i	3	17
COc1cccc(C(=O)CN2C(=O)C(C)(C)Oc3ccc(C(=O)N4CCCCCC4)cc32)c1	-6	-2	-0.4	0	8	0.1	1	i	3	14

An excerpt of these results, with values under each structure:
Each structure is followed by: Scp1 inh, DNMT1 inh, TbMetRS inhib, SUMO1-SIM PPI, CendR NRP1 mod, LMPTP inh, NadD block, Neddylation inh, STEP inh, SKN-1 inh
- COc1cc(-c2cc(-c3nnco3)c3ccccc3n2)cc(OC)c1OC
→ -2, -2, -0.9, -13, 12, 1.5, -8, i, -6, 5
- COc1ccccc1NC(=O)C(C)OC(=O)C1COc2ccccc2O1 (centres undefined)
→ -7, 0, 0.4, 1, 17, -0.7, -12, i, -2, 6
- CC(C)Nc1nc(NC(C)(C)C)nc(Oc2ccc(=O)n(C)n2)n1
→ 6, 6, -0.3, -2, 3, 2.6, -5, i, -1, 1
- CC(C)CC(NC(=O)C(NC(=O)C(Cc1ccc(OCc2ccccc2)cc1)NC(=O)OC(C)(C)C)C(C)C)C(N)=O (centres undefined)
→ -5, 0, -0.6, 1, -10, -1.9, -1, i, 1, 1

Carrying on.
SMILES	Scp1 inh	DNMT1 inh	TbMetRS inhib	SUMO1-SIM PPI	CendR NRP1 mod	LMPTP inh	NadD block	Neddylation inh	STEP inh	SKN-1 inh
Clc1ccccc1OCc1nc(-c2ccccn2)no1	3	7	0.5	3	-6	-1.4	-1	i	5	15
O=C(Cc1ccccc1)NC(NCCc1ccccc1)C(Cl)(Cl)Cl (centres undefined)	-2	-2	-0.2	-2	22*	-1.4	-4	i	-4	-15
C[C@]12c3[nH]c4cc(-c5ccco5)ccc4c3CCN1C(=O)[C@@H](CC(=O)NCCc1ccccn1)C[C@@H]2C(=O)N1CCCCC1	7	-4	-0.3	1	-19	1.7	-1	nt	-2	-3
Cc1ccccc1NCC(=O)N/N=C\C=C\c1cccc([N+](=O)[O-])c1	-4	-3	-0.8	-20	4	1.1	6	i	2	-6
CCOc1cc(C(=O)CCC(=O)OCC(=O)N2c3ccccc3NC(=O)C2(C)C)ccc1O	0	-3	-0.7	-4	10	-0.4	-2	i	0	0
O=C(Nc1nc2c(s1)CCCC2)c1cc(-c2ccncc2)nc2ccccc12	9	-5	-1.3	-8	-28	2.2	26	i	-2	0
C=CCNC(=O)c1cc2nc(C3CC3)cc(C(F)F)n2n1	-2	-3	0.1	1	5	0.8	1	i	-2	9
CC[C@]12c3[nH]c4cc(CCC(=O)N(C)C)ccc4c3CCN1C(=O)[C@@H](CC(=O)NCc1cccc(C(F)(F)F)c1)C[C@@H]2C(=O)N1CCN(C(=O)C2CC2)CC1	1	3	-0.7	5	2	-1.6	-7	i	2	0
CCCCNc1c2c3c(cccc3n(C)c1=O)C(=O)c1ccccc1-2	-8	192*	0.1	-57	126	-5.7	-1	i	-210	-6
Cc1ccc(Oc2coc3cc(OC(=O)c4cccs4)ccc3c2=O)cc1	-11	10	-1.4	-2	9	2.7	-2	i	1	-9
CSc1ncc(CN2CCc3c([nH]c4ccccc34)C2c2cccc(O)c2)cn1 (centres undefined)	-1	-6	0.5	-2	2	2.6	6	i	0	5
CN(C)c1ccc(C(=O)NC2CCCc3ccccc32)cc1 (centres undefined)	23	5	-0.5	-1	13	-0.5	2	i	-2	-4
O=C(CSc1ccc(Cl)cc1)OCC(=O)N1CCN(c2ccccc2)CC1	-3	-1	-0.4	0	0	0.1	-9	i	1	4
CN(C)S(=O)(=O)c1ccc(C(=O)OCC(=O)c2csc(N3CCCCC3)n2)cc1	29	20	0.1	-18	-10	10	2	i	2	15
C=CCN1C(=O)C(CCCC)NC1=S (centres undefined)	3	21	-0.4	1	18	-0.6	-1	i	-3	6
CC(C)c1nnc(NC(=O)C2CCCCC2)s1	-7	-1	-0.7	1	-1	-0.8	-7	i	3	-3
Cc1nnc2c(SC(C)C)nc3ccccc3n12	-5	-7	0.3	-5	6	-1.0	0	i	1	-11
Cn1c2ccccc2c2n[nH]c(=S)nc21	-7	-3	0.7	-6	-5	-2.0	-5	i	0	25
COC(=O)c1ccc2c(=O)n(CCN3CCOCC3)c(SCC(=O)c3ccccc3)nc2c1	-1	-7	-0.5	1	1	0.6	-2	i	0	-1
COCCOC(=O)c1ccc(NC(=O)COc2ccc([N+](=O)[O-])cc2)cc1	-5	0	-0.2	-17	8	0.0	1	i	-4	1
COc1cc(OC)c(C(=O)/C=C/c2ccccc2)c(O)c1O	-4	0	-0.6	7	-22	0.1	-1	i	2	4
CCOc1ccccc1Nc1nc(-c2sc(C)nc2C)cs1	9	-7	0.3	-13	1	4.0	0	i	0	8
CC(=O)Nc1sc(C)c(C)c1C(=O)OCC(=O)N(C)c1c(N)n(Cc2ccccc2)c(=O)[nH]c1=O	-3	2	-0.6	1	4	-0.8	0	i	1	-3
Cc1cccc(C)c1OCc1nnc(SCC(=O)NCc2ccccc2)o1	-4	-1	-0.7	2	1	-3.5	-7	i	7	7
C[C@H]1CN([C@@H](C)CO)C(=O)CCCn2nncc2CO[C@@H]1CN(C)S(=O)(=O)c1cn(C)cn1	nt	5	-1.0	1	3	5.1	0	i	-2	13
The list goes on:
SMILES	Scp1 inh	DNMT1 inh	TbMetRS inhib	SUMO1-SIM PPI	CendR NRP1 mod	LMPTP inh	NadD block	Neddylation inh	STEP inh	SKN-1 inh
Cc1cc(Br)ccc1NC(=O)C1CCN(C(=O)c2ccco2)CC1	10	3	-0.4	-2	4	-2.9	-3	i	-8	-15
O=[N+]([O-])c1cccc(/C=N/Nc2nc(NCc3ccccc3)nc(N3CCOCC3)n2)c1	4	11	-0.2	2	-28	-3.8	7	i	-1	5
CSCCC(NC(=O)c1ccc(Br)cc1)C(=O)O (centres undefined)	0	-4	-0.2	-2	4	-1.2	1	i	-4	3
COc1ccccc1C(=O)NCCC(=O)N(C)CC(=O)Nc1c(Cl)cccc1Cl	2	1	-0.5	6	12	-0.4	-5	i	2	-4
COC(=O)c1ccc(Nc2nc(C)nc3c2nnn3Cc2ccccc2)cc1	-9	11	-0.8	1	7	-0.3	0	nt	1	-6
CCOC(=O)N1CCC(NC(=O)c2cccc3c2C(=O)N(Cc2cccnc2)C3)CC1	-8	1	-0.1	-2	-8	-2.0	5	i	2	-11
c1ccc(Cc2nnc3n2N=C(c2ccccc2)CS3)cc1	1	1	-0.2	-2	-2	1.3	9	i	1	4
CC(C(=O)NN=C(c1ccccc1)c1ccccc1)N1CCCC1 (centres undefined)	-7	0	0.1	-4	13	1.7	-1	i	-1	-3
CC1(C)CC(=O)N(CC(=O)N2CCN(c3ncccn3)CC2)c2ccccc2S1(=O)=O	-4	2	-1.9	-1	-5	0.2	4	i	1	7
Cc1cc(NS(=O)(=O)c2ccc(NC(=O)Cc3ccc(Cl)c(Cl)c3)cc2)no1	-9	-1	0.2	22	0	0.9	2	i	0	17
COc1ccccc1N(C)S(=O)(=O)c1ccc(C(=O)OCC(=O)Nc2ccccc2F)cc1	-20	-2	0.7	-1	1	2.2	-12	i	-1	2

From PubChem
